Screening data deposited in PubChem by National Center for Advancing Translational Sciences (NCATS).
IkB sig inh – IkB pathway inhibition in ABC-DLBCL cells; hit rate 0.04% among 110,000; AID 445; Potency, µM (top dose mostly 57.1 µM), inactives show top-dose IkBa stabilization activation; ABC-DLBCL IkBa-CBG/CBR dual luciferase ratio, 4 h; response scale: scaled: untreated 0%, proteasome inhibitor 100%; active means well fitted curve in the direction sought with a large enough effect in the signal ratio, not every such curve was filed as active; inconclusive means small, poorly fitted or top-dose-only effect, or a change in a side signal; the % refers to the signal ratio;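 further: the direction sought is a rising ratio; 0% = basal untreated cells and 100% = reference inhibitor full response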
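Curves were fitted separately to fusion (green), unfused (red) and ratio luminescence, then classed by r2, magnitude and activity. Cells: OCI-Ly3, 4 h compound plus doxycycline at 37C; 10 uM MG-132 defined full response.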
Peg3 imprint – inducers of genomic imprint erasure in mouse ES cells; Potency, µM (series often up to 60.7 µM), for the others: at the top dose activity change, positive = activation, most hits filed as activators; mouse ES Peg3-LacZ reporter, beta-gal luminescence, 40 h; hit rate 0.02% among 110,000; AID 1948;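 further: 0% = negative control wells on the plate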
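Readout: BetaGlo luminescence (5 min, room temp) for LacZ from the normally silent maternal Peg3 allele in female Peg3LacZ-Neo ES cells. Cells 300/well, 40 h, 37C, 5% CO2. Data normalized per plate to negative controls.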
p53ts 32C kill – kills p53ts cells at the permissive temperature; H1299-p53A138V at 32C, ATP luminescence viability, 24 h; AID 924; hit rate 0.93% among 130,000; Potency, µM (series often up to 46.1 µM), for the others: at the top dose activity change, negative = cytotoxicity, usual class: cytotoxic;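 further: 0% = DMSO and -100% = full killing by reference compound; nearly all actives have a fitted effect of over 55% in size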
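Cells: H1299 p53ts (A138V), 600/well, pre-incubated 16–30 h at 37C. Cpd up to 46 uM, 24 h, 32C. Readout: ATPlite luminescence, 20 min RT. Normalization: DMSO vs tamoxifen 100 uM. AC50 by Hill equation.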
p53ts 39C tox – kills p53ts cells at the nonpermissive temperature. H1299-p53A138V viability at 39C, ATP luminescence, 24 h. hit rate 1.5% among 130,000. Potency, µM (titrated, usually from 46.1 µM), for inactives: at the highest dose activity change, negative = cell killing, most hits filed as cytotoxic; further: nearly all actives have a fitted effect of over 55% in size
An asterisk follows results filed as active; ? = inconclusive; / = no result given; & = joins results of further samples; [ ] = dose if it differs, or a comment. Unless noted, the call rests on the fitted dose curve; in most records, active means well fitted curve in the direction sought with a large enough effect; inconclusive means small, poorly fitted or top-dose-only effect, or another doubt; inactive means no such curve, though single readings can be large; an effect the other way counts as inactive or inconclusive. Unless noted, on the % scale 0 is the no-effect control and ±100 the full control effect; potency means the concentration at half of the fitted maximal effect. The list is partial, so the mix of outcomes need not match the whole.

The line under a structure holds: IkB sig inh, Peg3 imprint, p53ts 32C kill, p53ts 39C tox
- Cc1nc2ncnn2c(C)c1CCC(=O)N1CCC2(CC1)OCCO2
 : -0.1%, -10.4%, -18.7%, 5.0%
- Cn1nc(-c2ccc(OCC(=O)N3CCN(Cc4ccccc4)CC3)cc2)c2ccccc2c1=O
 : ?, -25.5%, -6.8%, -2.9%
- COc1ccc2[nH]c(C)c(CCN3CCC(=O)C(C)C3C)c2c1 (centres undefined)
 : 4.1%, -3.5%, 5.7%, 2.5%
- CC1(C)C(O)CC(=O)[C@]2(C)C1CC(=O)[C@]1(C)C2CC[C@@]2(C)C(c3ccoc3)OC(=O)C3O[C@@]321 (some centres undefined)
 : /, 1.8%, -8.1%, 2.5%
- O=C(O)c1cc(O)c(O)c(O)c1
 : 0.0%, -94.3%&-21.2%[inhibitor], 12.6µM*, 10µM*
- O=C1N(CN2CCOCC2)c2ccccc2C1(O)c1c[nH]c2ccccc12 (centres undefined)
 : 1.1%, -10.0%, 6.9%, 7.1%
- Cc1ccc2c(c1)C1CN(C)CCC1N2C(=O)Cn1nnc(-c2ccccc2F)n1 (centres undefined)
 : 1.9%, 1.0%, -0.2%, 3.6%
- CP(=O)(O)CCCN
 : -0.8%&0.3%&-1.7%, 0.2%&-3.8%&-5.4%, 6.8%&-2.7%&9.7%, 11.9%&-5.5%&20.8%
- CN(C)CCN=Cc1c(O)n(-c2cccc(C(F)(F)F)c2)c(=O)[nH]c1=O
 : 12.6%, -9.1%, -0.5%, 2.8%
- Cc1cc(N2C(=O)C3CCCN3C2c2cccc(Cl)c2)no1 (centres undefined)
 : -0.3%, 6.4%, -2.8%, -3.5%
- CCC(C)NC(=O)c1c(N)n(CCCOC)c2nc3ccccc3nc12 (centres undefined)
 : ?, -17.4%, 0.7%, -5.3%
- CC(C)(O)C(=O)Nc1ccc([N+](=O)[O-])c(C(F)(F)F)c1
 : -3.2%, -10.3%, -1.4%[1.84 µM], -4.1%
- CCCCn1c(O)c(C(C)=Nc2ccc(C(=O)O)cc2)c(=O)[nH]c1=O
 : 2.1%, -3.5%, -1.9%, 16.7%
- O=[N+]([O-])CCO
 : 0.0%, 15.0%, -0.1%[1.84 µM], 2.5%
- CN1CCN(C(=O)COc2ccc(C(C)(C)C)cc2Br)CC1
 : 7.0%, 1.0%, -5.7%, 8.5%
- Cn1ncc2c(NCc3ccc(F)cc3)ncnc21
 : 1.5%, -6.4%[10.9 µM], -2.1%, ?
- Cc1c2ccncc2c(C)c2c1[nH]c1ccccc12
 : ?, -31.4%[inhibitor], 12.6µM*, 12.6µM*
- COc1ccc(C2CC(c3c(O)n(C4CCCCC4)c(=O)[nH]c3=O)=Nc3ccccc3S2)cc1 (centres undefined)
 : ?, -7.1%[10.9 µM], -5.4%, ?
- O=C(NC(c1ccc(Cl)cc1)P(=O)(Oc1ccccc1)Oc1ccccc1)OCc1ccccc1 (centres undefined)
 : /, /, -0.9%, 10.7%
- CCC(=NCc1ccc2c(c1)OCO2)c1c(O)n(C2CCCCC2)c(=O)[nH]c1=O
 : ?, -26.6%, 55.9%[activator], 73.1%[activator]
- O=c1cccc2n1CC1CC2CN(Cc2cccc(Cl)c2Cl)C1 (centres undefined)
 : 10.4%, -20.2%, 9.2%, 20.8%
- Cc1c(C(=O)OC2CCCCC2)[nH]c2c1C(=O)CC(c1ccccc1)C2 (centres undefined)
 : ?, -18.0%[10.9 µM], -4.6%, ?
- O=c1c2ccccc2[nH]c(=S)n1-c1ccc2c(c1)OCO2
 : -1.0%, -11.9%, -0.2%, -0.3%
- Cc1c(/C=N/O)c2ccccc2n1C
 : /, /, 6.6%, -4.0%
- Cc1nn(Cc2ccccc2Cl)c(Cl)c1C(=O)OCC(=O)NCc1ccco1
 : 1.1%, -11.8%, 0.4%, -15.3%
- [N-]=[N+]=NCC(=O)c1c[nH]c(=O)[nH]c1=O
 : 1.4%[11.4 µM], ?, 1.9%[9.22 µM], 25.0%[9.22 µM]
- COc1ccc(CN2CCN(C(=O)COc3ccccc3)CC2)c(OC)c1
 : -1.4%, -9.5%[10.9 µM], -0.5%, -21.2%
- O=C(C1CCCO1)N1CCC2(CC1)OCCO2 (centres undefined)
 : -0.8%, 7.3%, -1.8%, 8.1%
- COc1cc(C)c(CN2CCN(c3ccccc3)CC2)cc1C
 : /, /, -26.8%, -9.5%
- Cc1ccccc1CN1C(=O)CN=C(c2ccccc2)c2cc(Cl)ccc21
 : ?, -14.4%[10.9 µM], 73.4%[activator], 25.8%

compound | IkB sig inh | Peg3 imprint | p53ts 32C kill | p53ts 39C tox
COCCOC(=O)C1=C(N)OC(C)=C(C(=O)OC)C12C(=O)Nc1ccccc12 (centres undefined) | 7.0% | 5.8% | -5.7% | 3.4%
Cn1cc(C(=O)c2ccccc2)c2ccccc21 | 4.6% | -8.1% | 3.3% | -8.7%
CCOC(=O)C1C(=O)N(C)C2(C)CC1c1cc(OC)ccc1O2 (centres undefined) | 5.1% | 5.0% | 12.9% | -5.7%
C=CC(C)=O | 0.3% | 25.0% | -15.9%[1.84 µM] | 0.3%
O=C(O)C(=O)Cc1ccc2c(c1)OCO2 | 0.1%[11.4 µM] | 15.3%[10.9 µM] | 4.6%[9.22 µM] | 2.0%[9.22 µM]
C[C@]12CCC3C(CC[C@H]4C[C@@H](O)CC[C@]34C)[C@@H]1CCC2=O (some centres undefined) | / | -23.1% | 2.2% | 1.6%
CC(N=Cc1c(O)[nH]c(=O)[nH]c1=O)c1ccccc1 (centres undefined) | 0.3% | 0.5% | -2.0% | 8.5%
N#CC1=C(N)Oc2c(c(=O)oc3ccccc23)C1c1ccc(OC(=O)N2CCOCC2)cc1 (centres undefined) | 4.2% | -4.0% | 12.9% | 3.2%
N[C@H](CP(=O)(O)O)C(=O)O | 0.0%&3.9% | -2.4% | 16.2% | 12.8%
Clc1ccc(C(c2ccc(Cl)cc2)n2cc[n+](C[C@@H](OCc3ccc(Cl)cc3Cl)c3ccc(Cl)cc3Cl)c2)cc1 | ? | / | ? | 15.8µM*
CC(C)[C@]1(NC(=O)[C@@H]2C=C3c4cccc5[nH]cc(c45)C[C@H]3N(C)C2)O[C@@]2(O)C3CCCN3C(=O)[C@H](Cc3ccccc3)N2C1=O (some centres undefined) | / | -3.6% | 5.5% | -17.4%
CC1(C)N(O)C(c2ccc(C(=O)O)cc2)=[N+]([O-])C1(C)C | 0.2% | -15.0% | -11.2% | -8.6%
O=[N+]([O-])c1cc(O)c(O)c([N+](=O)[O-])c1 | -0.2%&2.9% | -22.3%&2.5%&-19.4% | -6.3% | -0.8%
C/C=C(\C)C(=O)OC1CC(OC(C)=O)[C@@]2(C(=O)OC)COC3C2[C@@]12CO[C@](O)(C(=O)OC)C2[C@](C)(C12OC1(C)C1CC2OC2OC=C[C@]21O)C3O (some centres undefined) | / | -0.2% | -3.1% | 7.0%
CNc1ccccc1C(=O)O | / | -8.6% | -5.9% | 5.8%
CN1CCN(c2ccc3ccccc3n2)CC1 | -0.1%&2.6% | -32.2%&-20.3%[inhibitor] | -0.5%&-13.3% | -15.2%&-6.3%
COc1ccccc1CN1CCN(C(=O)COc2ccccc2)CC1 | -0.4% | -11.3% | 5.4% | 17.4%
COc1ccccc1N1CCNCC1 | -3.9% | -14.9%&-10.0% | -5.0%&-14.2% | -3.6%&-1.4%
COc1cccc(N2C(=O)NC(=O)C3(Cc4cc(C)ccc4N(C)C3)C2=O)c1 (centres undefined) | 2.0% | 2.6% | 6.4% | 1.6%
CC(C)[C@H](CO)Nc1nc(Nc2cccc(Cl)c2)c2ncn(C(C)C)c2n1 | ? | -28.4% | 33.5%[activator] | -16.0%
CN1C(=O)/C(=C/c2ccc(N3CCCCCC3)o2)C(=O)NC1=S | / | / | -23.4% | -14.8%
CNC(=O)O/N=C/C(C)(C)SC | 1.3% | 15.0%&0.1% | 7.4%[1.84 µM] | 6.1%
COc1ccc2c(c1)C13CCCC[C@@H]1C(C2)N(C)CC3 (some centres undefined) | 1.0%[25.6 µM] | -17.5%[16.8 µM] | -2.5%[20.6 µM] | -6.2%[20.6 µM]
Nc1ccc(Cl)c(Cl)c1 | 3.3% | 7.4% | 2.9%[1.84 µM] | 19.9%
CCCCn1c(O)c(C(CC)=NCCN2CCCCC2)c(=O)[nH]c1=O | 1.2% | -6.7% | -0.2% | 5.9%
COc1ccccc1N=C1SCCCN1C | 0.7% | -6.7% | -2.2% | 10.8%
O=c1c2ccccc2nc(/C=C/c2ccccc2F)n1-c1cccc(O)c1 | ? | -5.3%[10.9 µM] | -4.1% | 17.5%
O=c1[nH]c(=O)n(Cc2ccco2)c(O)c1C=NCc1ccco1 | 3.8% | -6.5% | 4.6% | 7.2%
COc1ccc(Cn2c(N)c(C(=O)NCc3ccco3)c3nc4ccccc4nc32)cc1OC | 16.4% | -25.5% | 22.9% | -16.6%
O=c1c2ccccc2nc(/C=C\c2ccc(F)cc2)n1-c1ccccc1F | ? | -8.4%[10.9 µM] | -2.2% | -21.2%

compound | IkB sig inh | Peg3 imprint | p53ts 32C kill | p53ts 39C tox
C[C@H](Cc1ccc2c(c1)OC(C(=O)O)(C(=O)O)O2)NC[C@H](O)c1cccc(Cl)c1 | / | -7.4%&-6.5% | -6.5% | -4.7%
CC(=NC1CCN(Cc2ccccc2)CC1)c1c(O)n(C)c(=O)n(C)c1=O | 0.7% | -4.0% | -2.3% | 8.0%
O=Cc1ccco1 | 0.4% | -4.6% | -8.5%[1.84 µM] | 7.4%
O=C(CN1CCOCC1)Nc1ccc(Br)cc1C(=O)c1ccccc1 | / | / | 9.7% | 14.3%
CCN(CC)CCO | -1.4% | 4.2% | -16.6%[1.84 µM] | -0.9%
Cc1ccccc1-n1nc(C)c2c1NC(=O)CSC2c1ccc(N(C)C)cc1 (centres undefined) | ? | 5.3%[10.9 µM] | 8.4% | -8.7%
CN1CC=C(c2c[nH]c3ccccc23)CC1 | 1.3% | -14.3% | -5.0% | 1.5%
CN(C)c1ccc(NC(=O)c2sc3nc4c(cc3c2N)N2CCC4CC2)cc1 | 0.1% | -1.9%[10.9 µM] | -10.6% | 10.1%
COc1cc2c(cc1O)CCNC2C (centres undefined) | / | 1.3% | 2.0% | -9.1%
CC(=O)O[C@H]1C[C@@H](O[C@@H]2[C@H](C)O[C@H](O[C@@H]3[C@H](C)O[C@H](O[C@@H]4CC[C@@]5(C)[C@@H](CC[C@]6(C)[C@]5(C)C[C@H](O)[C@]5(C)[C@@H](C7=CC(=O)OC7)CC[C@@]56O)C4)C[C@@H]3O)C[C@@H]2O)O[C@@H](C)[C@H]1O[C@H]1O[C@@H](CO)[C@@H](O)[C@@H](O)[C@@H]1O | ? | -2.1%[16.8 µM] | -26.8%[20.6 µM] | -25.7%[20.6 µM]
CC(C)(C#N)O[C@H]1OC(CO)C(O)C(O)C1O (some centres undefined) | / | -7.0% | -5.3% | 4.7%
CCN(CC)C(=O)c1ccc(NC(=O)CCn2nc(-c3ccc(Cl)cc3)c3ccccc3c2=O)cc1 | ? | -13.6%[10.9 µM] | -15.2% | -14.3%
O=C(/C=C\c1ccc(Cl)cc1)N[C@@]12CCC(=O)[C@@H]3Oc4c(O)ccc5c4[C@@]31CCN(CC1CC1)[C@@H]2C5 | 0.6% | -8.4% | 2.5% | -16.4%
Clc1ccc(N2C[C@H]3CC[C@@H](C2)N3)nn1 | -2.5% | / | -11.5% | 14.2%

Some of these compounds in order of SMILES length, lowest first:
compound | IkB sig inh | Peg3 imprint | p53ts 32C kill | p53ts 39C tox
CCN(CC)CCO | -1.4% | 4.2% | -16.6%[1.84 µM] | -0.9%
Clc1ccc(N2C[C@H]3CC[C@@H](C2)N3)nn1 | -2.5% | / | -11.5% | 14.2%
O=C(CN1CCOCC1)Nc1ccc(Br)cc1C(=O)c1ccccc1 | / | / | 9.7% | 14.3%
CN(C)c1ccc(NC(=O)c2sc3nc4c(cc3c2N)N2CCC4CC2)cc1 | 0.1% | -1.9%[10.9 µM] | -10.6% | 10.1%
